From PubChem
SUMO1-SIM PPI: alters human SUMO1 binding to SIM partners; SUMO1 binding to a labelled peptide, TR-FRET, 1 h; inhibition, % at 20 µM; 360,000 compounds, 0.33% hits; AID 602429; in the data active means inhibition above about 37%
DNMT1 block: blocks human DNA methyltransferase DNMT1 | inhibition (reported as % activation of signal), % at 10 µM | 360,000 compounds, 0.83% hits | AID 588458 | P26358 | DNMT1 molecular beacon, Hinp1I cleavage, fluorescence; in the data active means inhibition above about 50%
Target sequence (P26358 504-1616 limits assumed): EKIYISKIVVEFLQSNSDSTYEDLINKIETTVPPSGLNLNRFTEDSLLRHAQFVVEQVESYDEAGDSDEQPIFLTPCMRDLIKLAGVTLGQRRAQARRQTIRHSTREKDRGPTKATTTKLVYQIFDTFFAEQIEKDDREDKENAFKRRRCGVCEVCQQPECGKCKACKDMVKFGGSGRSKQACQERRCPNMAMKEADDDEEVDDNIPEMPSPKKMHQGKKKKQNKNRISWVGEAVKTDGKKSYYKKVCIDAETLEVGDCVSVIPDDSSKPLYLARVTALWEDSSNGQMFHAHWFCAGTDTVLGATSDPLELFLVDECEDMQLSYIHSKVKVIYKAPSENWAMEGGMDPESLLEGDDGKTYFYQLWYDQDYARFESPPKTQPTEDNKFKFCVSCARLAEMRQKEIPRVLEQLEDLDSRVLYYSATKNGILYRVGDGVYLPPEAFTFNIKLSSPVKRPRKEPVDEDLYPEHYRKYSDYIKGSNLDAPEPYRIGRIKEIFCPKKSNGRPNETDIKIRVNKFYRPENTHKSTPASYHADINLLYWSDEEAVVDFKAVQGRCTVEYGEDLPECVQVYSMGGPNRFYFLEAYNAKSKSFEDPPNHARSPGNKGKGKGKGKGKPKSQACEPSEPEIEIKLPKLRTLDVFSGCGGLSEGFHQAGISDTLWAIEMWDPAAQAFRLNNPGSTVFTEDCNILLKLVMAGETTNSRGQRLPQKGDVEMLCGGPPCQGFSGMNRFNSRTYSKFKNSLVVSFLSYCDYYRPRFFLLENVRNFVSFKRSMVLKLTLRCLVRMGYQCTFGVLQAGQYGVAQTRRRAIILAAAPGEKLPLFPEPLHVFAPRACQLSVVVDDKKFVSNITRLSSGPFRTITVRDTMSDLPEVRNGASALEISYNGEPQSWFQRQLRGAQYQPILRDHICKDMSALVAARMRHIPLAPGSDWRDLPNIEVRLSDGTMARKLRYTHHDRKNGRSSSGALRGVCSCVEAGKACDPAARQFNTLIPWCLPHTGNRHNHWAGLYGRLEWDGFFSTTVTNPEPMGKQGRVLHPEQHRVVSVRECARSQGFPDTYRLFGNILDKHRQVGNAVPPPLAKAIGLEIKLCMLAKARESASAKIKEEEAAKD
STEP inh: blocks human striatal-enriched tyrosine phosphatase | inhibition, % at 20 µM | P54829 | recombinant STEP, OMFP fluorogenic substrate, fluorescence | 360,000 compounds, 0.25% hits;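 active means inhibition at 20 µM, scaled per plate between control wells, above about 37%, limit read from the data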;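 further: 0% = DMSO with enzyme and substrate and 100% = substrate only without enzyme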
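System: STEP phosphatase, cell-free reaction; Buffer or medium: Bis-Tris pH 6.0 buffer with DTT, detergent; Incubation: 20 min at room temperature, dark; Measured by: fluorescence, 480/540 nm.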
Scp-1 inhibitor: Scp-1 (human) phosphatase inhibition | Q9GZU7 | Recombinant Scp1, phosphopeptide, malachite green phosphate absorbance | inhibition, % at 20 µM | 340,000 compounds, 0.88% hits | AID 493091;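 active means inhibition above about 50% at 20 µM, limit read from the data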;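 further: plate controls were DMSO wells with enzyme for no effect and wells lacking enzyme for full effect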
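Test system: SCP-1 phosphatase catalytic domain, residues 76-261; measured by: colorimetric phosphate reagent with accelerator and stabiliser, absorbance at 630 nm; timing: enzyme reaction 45 min at room temperature, colour 5 min, stabilisation 30 min; also added: Phosphorylated 17-residue peptide substrate; compound dosing: one concentration, 20 µM, with 1.0% DMSO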
E coli Lon inh: inhibits E. coli Lon protease. purified E. coli Lon protease, fluorescence polarization. inhibition, % at 7.94 µM. 360,000 compounds, 0.42% hits; in the data active means inhibition above about 13%, passing the limit was not always enough;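 further: 0% = enzyme with probe and DMSO and 100% = no enzyme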
Tb MetRS inh: blocks T. brucei methionyl-tRNA synthetase activity. purified T. brucei MetRS, ATP depletion, Kinase-Glo luminescence. inhibition, % at 11.9 µM. 360,000 compounds, 0.4% hits;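 active means inhibition above a per-plate cutoff of the control wells' mean inhibition plus 3 SD, cut at about 5.5% in these data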;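 further: 0% = DMSO wells median and 100% = median of wells with control inhibitor compound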
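Dosing: 11.9 µM single point; system: parasite MetRS enzyme; technique: luminescence of leftover ATP; times: 15 min enzyme-compound preincubation, 2 h reaction, 10 min detection, 25 °C; replicates: each compound tested once; read-out basis: percent inhibition relative to median high and low control wells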
LMPTP block: blocks human LMPTP phosphatase. P24666. inhibition, % at 20 µM. recombinant LMPTP-A, OMFP fluorogenic substrate, fluorescence intensity. 360,000 compounds, 0.22% hits;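 active means compounds that cut the enzyme signal by at least half of the control window in the single-dose screen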;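 further: plate controls were DMSO wells with enzyme plus substrate for no effect and substrate without enzyme for full effect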
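test system = LMPTP-A | amount = 0.625 nM LMPTP-A final | reagent = fluorogenic phosphatase substrate OMFP at 400 µM final | incubation = 50 min at room temperature | benchmarks = no-enzyme low control, uninhibited high control | medium = Bis-Tris pH 6.0, DTT, detergent | signal = fluorescence intensity of OMFP turnover product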
NRP1-CendR mod: NRP-1/CendR interaction modulation; inhibition, % at 25 µM; 360,000 compounds, 0.85% hits; O14786; FAM-RPARPAR peptide binding to NRP-1, fluorescence polarization;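 active means inhibition or corrected inhibition above about 18%, plus a signal ratio from 0.5 to 1.5, limit read from the data, passing the limit was not always enough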; further: strong numbers were not always called active
MsrA act: activates bovine MsrA enzyme; purified bovine MsrA, absorbance read-out; activation, % at 10.6 µM; 360,000 compounds, 0.3% hits; AID 602163; in the data active means activation above about 7.5%;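 further: 0% = vehicle and 100% = reference activator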
MsrA inh: bovine MsrA inhibition; purified bovine MsrA, absorbance read-out; inhibition, % at 15.5 µM; 360,000 compounds, 0.75% hits; AID 651718; in the data active means inhibition above about 4.5%;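 further: 0% = vehicle wells with enzyme and 100% = reference inhibitor wells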
Numbers without * were called inactive; i = inactive; . = not tested or not shown.

no.	SUMO1-SIM PPI	DNMT1 block	STEP inh	Scp-1 inhibitor	E coli Lon inh	Tb MetRS inh	LMPTP block	NRP1-CendR mod	MsrA act	molecule	MsrA inh
1	-4	-2	0	-10	-3	-0.5	-0.5	-9	2	CC(C)c1ccc(C2NC(=S)NC3=C2C(=O)CCC3)cc1 (centres undefined)	2.3
2	0	0	-2	0	-6	-0.2	0.8	18	-1	COC(=O)C1N[C@@H]([C@@H](NC(=O)COc2ccccc2)C(=O)NCc2ccsc2)SC1(C)C (some centres undefined)	-0.6
3	-13	0	0	-8	4	-0.3	0.1	10	-3	CCOC(=O)/C(C#N)=N/Nc1c(S(=O)(=O)Cc2ccco2)csc1C(=O)OC	0.2
4	-1	.	.	.	1	2.7	3.6	-14	-13	COc1ccc(Cc2c(-c3ccc(OC)c(OC)c3)nc3cc(C)c(Br)c(C)n23)c(C)c1	1.4
5	-8	3	0	2	-15	-1.2	0.0	-7	-11	COc1ccc(/C=N/NC(=O)C(O)(c2ccccc2)c2ccccc2)cc1OC	2.3
6	6	4	2	-6	-2	-0.3	0.2	7	-1	CCOC(=O)c1sc(NC(=O)C2CC(=O)N(c3ccccc3OC)C2)nc1C (centres undefined)	-0.6
7	-12	-4	1	-2	-6	0.2	-1.1	11	-2	COc1ccccc1/C=C/C(=O)Nc1cccnc1Cl	2.4
8	2	4	-2	0	-7	-0.3	0.3	7	-4	C=CCc1c(C)nc(SCCC)[nH]c1=O	-1.0
9	-16	1	-1	-5	11	-0.9	1.3	-3	0	CCC1CCCCN1CCCNC(=O)CNC(=O)c1nn(-c2ccc(OC)cc2)c(=O)c2ccccc12 (centres undefined)	-0.1
10	8	-5	2	-7	4	-0.8	3.3	3	-5	CCc1ccc(-c2cc(C)no2)cc1S(=O)(=O)N1CCC(C)CC1	0.0
11	4	-2	0	-6	-10	5.6*	-0.7	17	-3	Cc1nc(SCC(=O)NCc2ccccc2)c2c(=O)n(C)c(=O)n(C)c2n1	-0.2
12	3	-2	4	-3	-7	-1.0	0.4	4	0	O=C(N=C1SCC(=O)N1c1ccccc1)c1ccco1	1.6
13	-15	0	1	-4	-4	-0.4	-4.6	-9	-4	CN(C)CCNC(=O)/C(=C/c1cccc([N+](=O)[O-])c1)NC(=O)c1ccccc1	2.0
14	-6	-1	0	0	2	0.7	-0.7	9	14*	CCOC(=O)[C@H]1[C@H]2COc3ccc(OC)cc3[C@@H]2N2C(=O)CN(Cc3ccc(C)cc3)C(=O)[C@@]12C	0.2
15	0	1	0	-1	-1	-0.4	-0.7	-10	-2	C=CCn1c(SCC(=O)Nc2cc(C)on2)nnc1C1COc2ccccc2O1 (centres undefined)	-0.3
16	2	1	0	-6	-8	-0.2	-1.8	14	-1	O=C(O)c1cc(-c2ccccc2)nn1CC1CC(c2cccnc2)=NO1 (centres undefined)	-1.1
17	-3	-2	2	-12	-2	0.2	-0.4	11	-1	C=CCc1cccc(/C=N/NC(=O)c2ccccc2OC)c1O	1.5
18	9	-4	-1	-6	0	-0.3	-0.2	-10	-2	COc1cccc(NC(=O)NC2(C(=O)N3CCC(O)CC3)CCCCC2)c1	0.6
19	2	5	1	-4	6	0.9	4.9	-4	2	CC(C)[C@H]1COCCS(=O)(=O)N1Cc1ccccc1-c1ccc(C(C)(C)C)cc1	-0.8
20	-1	-5	-1	-1	-8	0.1	0.2	-2	-6	COc1ccccc1NC(=O)C1=C(C)Nc2nc3ccccc3n2C1c1cccs1 (centres undefined)	-0.5
21	1	-1	-9	1	-8	-0.8	0.1	-10	-5	Cc1ccc2[nH]c(SCC(=O)N3CCOCC3)nc2c1C	-0.1
22	-13	-3	3	-11	1	-1.0	-0.1	-7	-6	CC(=O)COc1ccc2c(C)c(-c3ccccc3)c(=O)oc2c1	2.9
23	3	-1	-1	.	-18	-0.2	-1.0	16	0	CCOC(=O)C1CCCN(C(=O)C2(c3ccc(Cl)cc3)CCCC2)CC1 (centres undefined)	0.0
24	8	22	10	27	-2	0.3	4.7	-3	-3	COc1ccccc1NS(=O)(=O)c1ccc(O)c(C(=O)OCC(=O)N2CCc3ccccc32)c1	0.2
25	-3	10	1	-5	2	-1.0	-2.1	11	-8	Cc1ccc(NC(=O)COc2ccc(C3SCCS3)cc2)cc1	-0.6
26	-7	-28	2	0	-4	-2.1	3.5	-6	-3	CCOC(=O)C1Nc2ccc(Br)cc2C2C=CCC12 (centres undefined)	1.6
27	2	106*	9	61*	-3	-0.7	-1.1	-41	-5	CC(=C/C(=O)O)/C=C/c1ccc(Cl)o1	1.3
28	0	0	2	-1	-2	-0.3	-2.5	-3	-3	Cc1cc(C(=O)Nc2nnc(C(F)(F)F)s2)no1	-0.1
29	14	-3	-3	-2	-1	-0.4	-0.6	-19	2	COc1cc(NC(=O)c2ccco2)c(OC)cc1NC(=O)CCC(=O)Nc1cccc(C)c1C	1.3
30	-28	-3	0	.	-5	-0.3	3.9	-4	0	COc1ccccc1N1CCN(c2ccc3c(c2)S(=O)(=O)c2cccc(C(=O)NCC4CC4)c2C3=O)CC1	1.0
31	1	-4	-2	-8	-3	-1.2	0.6	7	-1	CCCCN(CC)CCCNC(=O)c1cn(-c2ccc(OC)cc2)c(=O)c2ccccc12	0.1
32	-2	0	-2	1	5	-0.9	-0.4	4	-1	COc1ccc(N(C)S(=O)(=O)c2cccc(C(=O)NC3=NCCS3)c2)cc1	1.4
33	0	-3	0	-8	-2	-0.7	0.5	3	-3	COc1ccccc1NC(=O)c1cc(S(=O)(=O)NCc2ccccc2)ccc1F	-0.3
34	16	-15	-4	-12	-18	-0.7	3.3	-20	-2	Cc1nn(-c2ccc(F)cc2)c2nc(N)c(C#N)c(-c3ccc(O)c(O)c3)c12	0.2
35	-5	-6	0	1	5	0.1	-1.2	-6	-4	CC(=O)Nc1sc(N/N=C\c2ccccc2Cl)nc1-c1cccs1	0.2
36	-8	0	-2	-4	2	-0.3	-2.6	10	-5	C=CCN1CCN(c2ccncc2S(=O)(=O)N2CCOCC2)CC1	1.4
37	-3	-9	0	.	-7	-0.8	0.3	-1	0	C[C@@H]1CN([C@H](C)CO)C(=O)c2c(c3ccccc3n2C)-c2ccccc2CO[C@H]1CN(C)C(=O)Nc1ccccc1	-1.8
38	-10	-11	1	10	-12	-1.6	0.4	-35	-12	Cc1ccc(NC(=O)c2cc(-c3ccc(C)o3)nc3ccccc23)cc1	0.8
39	3	2	5	4	1	-0.3	-1.9	6	0	CC(C)C[C@H]1CNC(=S)N1CC1CCN(CCCCc2ccccc2)CC1	1.0
40	0	15	-1	-2	2	0.1	-0.4	-6	-3	CCOC(=O)C1=NN(C(=O)c2ccco2)C2(CC2)C1	1.3
41	2	-4	0	-2	0	-0.1	6.6	-4	-1	O=c1cc(-c2ccccc2)oc2ccc(Br)cc12	0.1
42	-2	6	0	-1	-3	-0.8	-0.5	-7	-4	COc1ccc(/C=C/C(=O)OCc2nc3ccccc3c(=O)[nH]2)c(OC)c1	1.4
43	2	2	2	2	-12	0.0	0.1	4	-1	CCN(CC)C(=O)CN1CCN(c2ncccn2)CC1	-0.8
44	0	1	0	-5	-2	1.0	-0.8	4	0	O=C(OC1Cn2c(=O)ccc(=O)n2C1)c1ccccc1	1.3
45	0	-12	1	7	2	-0.8	-0.5	-10	-7	Cc1c(C(=O)Nc2ccc(N3CCOCC3)cc2)oc2ccccc12	2.0
46	-10	-4	-1	-12	-2	-0.7	0.8	-2	6	CCNC(=S)N/N=C1\C(=O)c2cccc3cccc1c23	0.9
47	-11	-3	-2	-4	-9	0.0	2.7	-10	-5	CCOC(=O)c1oc2cc(O)cc(O)c2c(=O)c1OCc1ccccc1	-0.5
48	-70	23	-13	-11	i	-0.1	22	133	-1	COc1ccc(NC(=O)/C(C#N)=C\c2ccc(N3CCOCC3)o2)cc1	3.2
49	-3	5	-2	.	5	-0.9	-2.6	3	-7	C[C@H](CO)N1C[C@H](C)[C@H](CN(C)C(=O)OCc2ccccc2)OCc2cnnn2CCCC1=O	0.3
50	2	-1	-5	6	-12	-0.6	0.2	-4	-6	CC(=O)c1ccc(NC(=O)C(C)Sc2ccccn2)cc1 (centres undefined)	0.6

Part of the list above in order of length of the SMILES, ascending:
no.	SUMO1-SIM PPI	DNMT1 block	STEP inh	Scp-1 inhibitor	E coli Lon inh	Tb MetRS inh	LMPTP block	NRP1-CendR mod	MsrA act	molecule	MsrA inh
46	-10	-4	-1	-12	-2	-0.7	0.8	-2	6	CCNC(=S)N/N=C1\C(=O)c2cccc3cccc1c23	0.9
47	-11	-3	-2	-4	-9	0.0	2.7	-10	-5	CCOC(=O)c1oc2cc(O)cc(O)c2c(=O)c1OCc1ccccc1	-0.5
48	-70	23	-13	-11	i	-0.1	22	133	-1	COc1ccc(NC(=O)/C(C#N)=C\c2ccc(N3CCOCC3)o2)cc1	3.2
42	-2	6	0	-1	-3	-0.8	-0.5	-7	-4	COc1ccc(/C=C/C(=O)OCc2nc3ccccc3c(=O)[nH]2)c(OC)c1	1.4
49	-3	5	-2	.	5	-0.9	-2.6	3	-7	C[C@H](CO)N1C[C@H](C)[C@H](CN(C)C(=O)OCc2ccccc2)OCc2cnnn2CCCC1=O	0.3

Other results.
no.	SUMO1-SIM PPI	DNMT1 block	STEP inh	Scp-1 inhibitor	E coli Lon inh	Tb MetRS inh	LMPTP block	NRP1-CendR mod	MsrA act	molecule	MsrA inh
51	0	-1	1	-5	-2	-0.5	-0.8	12	-4	O=C(Nc1ccc(Cl)cc1)C1CCN(C(=O)c2cccs2)CC1	-0.8
52	0	3	1	.	-14	0.1	-1.9	2	0	COc1cccc(-c2cc(CNC(=O)[C@H]3O[C@@H](n4ccc(N)nc4=O)[C@H](O)[C@@H]3O)no2)c1	-0.2
53	-19	-5	2	8	0	-0.2	0.6	4	-12	O=C(/C=C/c1ccccc1Cl)OCC(=O)c1ccc[nH]1	-0.6
54	-4	0	-2	-14	-12	0.7	-1.3	-4	2	O=C(COC(=O)c1ccccn1)NCc1ccc(Cl)cc1Cl	0.2
55	4	-2	0	-10	-3	-0.7	-1.5	7	-2	COc1ccc(CCC(=O)Nc2ncc(C)s2)cc1OC	0.2
56	-2	-2	12	-2	5	-0.1	3.7	-3	-2	Cc1ccc(F)cc1CNC(=O)c1cc(COc2ccc3ncccc3c2)on1	-0.1
57	3	1	0	-6	7	-0.6	-2.0	-3	-10	COc1ccc(NC(=O)NC(=O)c2ccccc2)cc1	0.8
58	-28	14	10	12	3	-0.1	1.1	13	-3	O=C(N/N=C/c1ccoc1)c1ccc([N+](=O)[O-])cc1	0.3
59	-1	9	0	10	1	-0.2	0.5	5	0	O=C(c1cc2ncc(Br)cn2n1)N1CCCCC1	0.7
60	-15	3	-2	-1	9	-0.6	0.5	-1	-11	COc1ccc(C(=O)C(C)OC(=O)CN2C(=O)c3ccccc3C2=O)cc1 (centres undefined)	0.4
61	-20	-4	-61	-3	-2	-0.5	2.9	-69	-2	Nc1ccc2cc3ccccc3cc2c1	1.0
62	-4	-4	1	0	-1	-1.5	0.7	-8	-14	CCCCC1CC1C(=O)Nc1ccc(OC)c(OC)c1 (centres undefined)	-0.3
63	-8	-1	2	-1	-12	0.8	-1.3	5	2	CNC(=O)COC(=O)/C=C/c1ccc(F)cc1	1.4
